MC4R barr agon – MC4R agonists recruiting beta-arrestin, primary screen, cell-based, luminescence, agonist arm of biased-ligand search | 0.98% of 360,000 active | activation, % at 8.9 µM | Melanocortin receptor 4 (Homo sapiens), P32245 | U2OS MC4R beta-arrestin complementation; percent of melanotan II response, DMSO zero;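 active = activation above a per-plate cutoff, the mean activation of sample wells on that plate plus 3 SD, cut at about 8% in these data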
Vif imaging – HIV Vif self-association inhibitors, primary screen, imaging, HEK293T, single point; HEK293T cells, Vif self-association by quenched fluorescence, 24 h; inhibition, % at 7.49 µM; 0.35% of 340,000 active; AID 602346, 2012; in the data active = inhibition above about 50%, passing the limit was not always enough; note: some results filed as inactive read as strong as hits
Cardio protect – cardioprotection against H2O2-induced cell death, primary screen, uHTS, H9c2 cells, ATPLite luminescence. AID 588492, 2011. 0.63% of 360,000 active. H9c2 cardiomyocytes, H2O2 injury protection, 2 h. protection from H2O2 cell death, % at 20 µM;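 active = compounds giving at least 50% protection of heart cells from peroxide-induced death in the single-dose screen, raw or plate-pattern-corrected value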;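 note: 0% = DMSO wells with peroxide and 100% = DMSO wells without peroxide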
CaV13 ICDI inh – Primary screen for inhibitors of IQ motif and Ca2+-dependent inactivation inhibitor domain binding in CACNA1D, Förster resonance energy transfer in living cells, … | HEK cells, CFP/YFP FRET ICDI-IQ, plate reader, 10 min; percent FRET-ratio fall versus neutral wells | inhibition, % at 12.3 µM | 0.098% of 340,000 active;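 active = mean replicate inhibition of at least 30% and at least 1% of replicates passing that level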;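 note: 0% = median of the neutral control wells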
PDI turbidity – inhibitors of human PDI, primary screen, biochemical, turbidity, single point, plate reader; Protein disulfide-isomerase (Homo sapiens), P07237; PDI insulin aggregation turbidity, A650, 90 min; inhibition, % at 10 µM; 0.052% of 350,000 active; AID 588391, 2011;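 active = mean inhibition across replicates of 30% or more, whatever share of single replicates reach that level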;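 note: absorbance from insulin aggregation driven by PDI reduction with DTT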
Target sequence (P07237 whole entry, looked up): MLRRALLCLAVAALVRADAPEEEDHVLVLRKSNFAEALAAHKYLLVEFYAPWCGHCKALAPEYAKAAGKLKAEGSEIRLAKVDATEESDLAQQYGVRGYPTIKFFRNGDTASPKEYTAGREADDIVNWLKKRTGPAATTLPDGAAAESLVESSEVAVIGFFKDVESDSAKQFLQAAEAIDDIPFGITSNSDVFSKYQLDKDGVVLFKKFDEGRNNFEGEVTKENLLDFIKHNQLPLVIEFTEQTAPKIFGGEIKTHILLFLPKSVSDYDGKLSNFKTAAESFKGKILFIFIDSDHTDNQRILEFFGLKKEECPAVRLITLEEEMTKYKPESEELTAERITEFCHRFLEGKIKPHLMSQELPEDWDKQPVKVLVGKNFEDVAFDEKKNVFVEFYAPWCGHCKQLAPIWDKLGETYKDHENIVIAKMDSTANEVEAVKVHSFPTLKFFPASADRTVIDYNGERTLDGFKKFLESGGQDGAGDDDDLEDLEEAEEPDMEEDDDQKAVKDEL
N-glyco inh – increase of ERlucT glycosylation luciferase signal, primary screen, N-linked glycosylation inhibitor project, D54 ERlucT cells, luminescence, set 2; D54 ERlucT glycosylation luciferase reporter, 24 h; percent of 100 nM tunicamycin response; reporter increase, % at 12.5 µM; 0.23% of 360,000 active;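 active = mean luciferase reporter signal, scaled so untreated is 0 and the glycosylation-blocking control 100, at or above a set limit in every replicate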;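 note: luciferase carries N-glycosylation sites so blocking glycosylation raises the light; 0% = median of neutral control wells and 100% = median of 100 nM tunicamycin wells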
m5-HT2A agonist – mouse Htr2a agonists via beta-arrestin recruitment, primary screen, cell-based, luminescence. CHO-K1 mHTR2A beta-arrestin complementation; percent of 30 µM serotonin response. 0.66% of 360,000 active. activation, % at 7.6 µM. AID 624169, 2012;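 active = activation above a run cutoff, the mean activation of all tested compounds plus 3 SD, cut at about 14% in these data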;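 note: 0% = plate median of compound wells and 100% = 30 µM serotonin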
Target sequence (P35363 whole entry, looked up): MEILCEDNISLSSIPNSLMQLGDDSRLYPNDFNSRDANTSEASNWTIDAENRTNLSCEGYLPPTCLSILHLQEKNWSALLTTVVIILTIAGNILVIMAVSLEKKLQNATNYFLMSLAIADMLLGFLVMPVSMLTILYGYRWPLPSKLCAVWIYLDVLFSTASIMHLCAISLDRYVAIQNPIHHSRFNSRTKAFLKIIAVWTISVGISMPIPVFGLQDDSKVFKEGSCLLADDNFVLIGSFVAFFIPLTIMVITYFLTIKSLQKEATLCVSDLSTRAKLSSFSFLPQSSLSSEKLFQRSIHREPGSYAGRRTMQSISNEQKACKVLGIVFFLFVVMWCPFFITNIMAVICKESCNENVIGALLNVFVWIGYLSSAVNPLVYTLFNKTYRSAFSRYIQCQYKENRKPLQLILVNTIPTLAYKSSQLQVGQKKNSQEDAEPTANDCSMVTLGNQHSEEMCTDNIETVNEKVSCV
aDG glyco act – activators of alpha-DG glycosylation, primary screen, uHTS, Pro5-aDG cells, AlphaScreen | alpha-DG glycosylation AlphaScreen (IIH6); 0% Pro5, 100% B10-LARGE cell signal | activation, % at 10 µM | 0.22% of 360,000 active;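 active = activation of at least 8% versus controls, or a plate z-score of at least 8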;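 note: Pro5 are CHO cells carrying HIG-tagged alpha-DG that lacks glycosylation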
ABCB6 inh 2 – ABCB6 transporter inhibitors, primary screen, K562-ABCB6 cells, flow cytometry, MLPCN library; AID 602162, 2011; ATP-binding cassette sub-family B member 6 (Homo sapiens), Q9NP58; fluorescence ratio to DMSO, % at 10 µM; K562-ABCB6 porphyrin accumulation, 1 h; active compounds read low; 0.19% of 360,000 active;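 active = fluorescence ratio to DMSO below 75%, the collection mean minus 3 SD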;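 note: signal is porphyrin accumulated inside mitochondria; 100% equals median channel fluorescence of DMSO control wells; lower ratio means ABCB6 inhibition with less porphyrin fluorescence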
MC4R antagonist – MC4R antagonists of cAMP signaling, primary screen, cell-based, TR-FRET, antagonist arm of biased-ligand search | Melanocortin receptor 4 (Homo sapiens), P32245 | MC4R-expressing cells, MTII-stimulated cAMP, LANCE TR-FRET | inhibition, % at 6.5 µM | 0.48% of 360,000 active;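 active = inhibition above its plate's cutoff, the mean of tested wells on that plate plus 3 SD, cut at about 29% in these data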;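 note: 0% = Melanotan II alone and 100% = Melanotan II plus saturating MCL0020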
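Material: human MC4R-expressing U2OS cells. Probe or stimulus: Melanotan II challenge. Dosing: 6.5 µM single dose. Times: 30-min compound, 1-h challenge, 1-h detection, room temperature. Technique: TR-FRET with Eu-cAMP and labeled anti-cAMP, 671 nm. Replication: singlicate.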
* = called active by the depositor; · = not tested or not shown.

Results follow in this order: MC4R barr agon	Vif imaging	Cardio protect	CaV13 ICDI inh	PDI turbidity	N-glyco inh	m5-HT2A agonist	aDG glyco act	ABCB6 inh 2	MC4R antagonist
> COc1ccc(CN(CC(=O)NCCc2ccccc2)C(=O)CCC(=O)Nc2ccccn2)cc1
    -0.4	8	0	-7	8	2	2	0.0	101	1
> O=C(C1CCCN1S(=O)(=O)c1ccc(Cl)cc1)N1CCOCC1 (stereo not drawn)
    -2.3	-12	1	-6	0	2	2	-0.2	96	-4
> CCOC(=O)C1=CC[C@@H](c2ccccc2)N(S(=O)(=O)c2ccc(C)cc2)[C@H]1c1ccccc1C
    ·	·	-6	-4	·	-8	4	0.0	94	·
> CC(C)OC(=O)CSc1nnc(-c2ccc(O)cc2)n1Cc1ccccc1
    -1.8	5	4	-8	-15	1	6	-0.3	102	3
> Cc1cccc(NC(=S)N2CCC(NC(=O)c3ccco3)CC2)c1
    0.8	18	2	-4	-7	5	1	0.0	98	-2
> COc1cc(NC(=O)C2CC(=O)N(Cc3ccco3)C2)cc(OC)c1 (stereo not drawn)
    -0.9	-4	2	-1	9	3	10	0.0	96	8
> Cc1cc(N2CCOCC2)nc2ccc(NC(=O)CCC(=O)N3CCC(C)CC3)cc12
    -3.0	8	5	-6	-8	0	-1	0.3	97	10
> Cc1cn([C@H]2C[C@H](O)[C@@H](CCC(=O)NCCc3cccs3)O2)c(=O)[nH]c1=O
    ·	2	6	-4	·	2	0	0.1	101	·
> O=C(O)c1ccc(CS(=O)(=O)c2ccc(Br)cc2)cc1
    0.0	5	2	-5	11	2	4	-0.2	96	6
> Cc1onc(-c2c(Cl)cccc2Cl)c1C(=O)N1CCN(c2ncccn2)CC1
    -3.1	·	9	-4	5	1	-3	-0.4	101	9
> O=C1CCCC2=C1C(c1ccsc1)CC(=O)N2c1nnc(SCc2ccccc2)s1 (stereo not drawn)
    -2.4	-5	-3	2	·	0	-3	-0.1	102	1
> COc1cc2c(=O)n(Cc3ccco3)c(=O)n(CC(=O)c3ccc(Br)cc3)c2cc1OC
    0.1	-1	13	-1	4	-1	-6	-0.5	98	8
> Cc1ccc(NC(=O)c2cnn(-c3ccccc3)c2NC(=O)c2ccco2)cc1
    -2.1	0	7	·	-5	-1	0	0.0	99	11
> Cc1cccc(NC(=O)/C(C#N)=C/c2ccc(Cl)cc2)n1
    -0.5	2	10	-17	8	1	-1	-0.1	99	23
> COc1ccccc1N(CC(=O)Nc1ccccc1C(=O)NCC(C)C)S(C)(=O)=O
    -1.4	3	11	-13	-3	-3	-1	-0.1	98	1
> CCOC(=O)N1CCN(C(=O)c2ccccc2NC(=O)COc2ccccc2C)CC1
    -0.8	23	18	-3	·	0	6	0.0	92	6
> Cc1c(C(C)C)c(=O)n(-c2ccc(S(=O)(=O)NC3CC3)cc2)n1C
    -1.3	-5	-8	2	-1	-1	9	0.2	100	-1
> CCN1CCN(C(=O)CCc2nnc(CCc3c[nH]c4ccccc34)o2)[C@@H](C)C1=O
    -1.1	0	-1	-6	3	0	-4	-0.1	103	15
> c1ccc(CNc2nc(-c3cccnc3)cs2)cc1
    -0.9	0	-7	-9	-2	-2	-1	0.0	97	-8
> CCOC(=O)C1(Cc2cccc(Cl)c2)CCCN(C(=O)c2cccnc2)C1 (stereo not drawn)
    -2.6	-2	0	-5	-10	0	-2	1.3	103	11
> COc1cc(C=O)ccc1OCC(=O)NC(C)(C)C
    0.8	·	12	-5	8	0	-1	-0.3	94	2
> CNc1nc(NC#N)nc(SC)n1
    -0.4	-1	-1	-3	-12	-1	2	0.0	100	5
> Cc1ccc(C)c(N2C(=N)S/C(=C\c3ccc(-c4ccccc4C(=O)O)o3)C2=O)c1
    -1.5	·	4	-40	-7	2	-1	0.3	95	6
> CC(C)Oc1ccc(C(=O)NCC(=O)Nc2ccc3c(c2)CCC3)cc1
    -0.4	-17	-7	-2	7	-1	0	-0.2	101	6
> COc1cc2oc(=O)cc(-c3ccc(-c4ccc(N(C)C)cc4)cc3)c2c(OC)c1OC
    4.6	2	-8	-7	-2	-10	3	-0.3	100	-3
> Cc1ccc(S(=O)(=O)N2CCN(C(=S)NCc3ccc4c(c3)OCO4)CC2)cc1
    0.3	19	-9	-6	-1	-2	-3	0.5	96	-2
> COc1ccc(NC(=O)C2COc3ccccc3O2)cc1S(=O)(=O)N1CCOCC1 (stereo not drawn)
    -0.6	1	-7	-2	1	2	-6	-0.1	104	6
> COc1cc2nc(Nc3ccc(C)c(C)c3)nc(N)c2cc1OC
    0.3	1	-3	-18	4	-6	-12	0.3	106	3
> Cc1cccc(NC(=O)C2CCCN2S(=O)(=O)c2ccc(F)cc2)c1C (stereo not drawn)
    -0.1	-1	-4	-5	6	-1	3	-0.2	101	4
> O=C(N/N=C/c1ccccc1)c1ccc(CN2C(=O)c3cccc4cccc2c34)cc1
    -1.0	-3	6	-10	-6	4	0	-0.3	98	10
> Cc1ccc(-n2nnnc2SCC(=O)Nc2ncc(Cc3ccccc3Cl)s2)cc1
    7.1	-5	-2	-9	-5	1	4	-0.3	105	2
> COc1ccc(NC(=O)c2cc3ccccn3n2)cc1
    0.8	1	-23	-5	·	-15	9	-0.2	96	-7
> CCOCCSc1nc2c(c(=O)[nH]c(=O)n2C)n1CCCc1ccccc1
    -1.8	6	2	-5	1	2	-2	0.1	102	5
> COc1ccccc1NS(=O)(=O)c1cccc(C(=O)N2CCCCCCC2)c1
    -0.6	-1	-4	-5	-6	3	-7	0.6	99	3
> Nc1c(-c2ccccc2)cnn1C1CCS(=O)(=O)C1 (stereo not drawn)
    0.8	0	16	·	-3	0	-4	-0.2	100	9
> CCOCC(=O)Nc1ccc(S(=O)(=O)Nc2nccs2)cc1
    1.5	4	-7	-11	0	1	1	0.0	96	-3
> CC(C)c1ccc(/C=C/C(=O)NC2CCCCC2)cc1
    -2.1	6	5	-2	6	2	-3	0.7	93	1
> CC(=O)Nc1ccc(-c2ccnc3c2CC(C)(C(=O)Nc2ccc(Cl)c(C(F)(F)F)c2)O3)cc1 (stereo not drawn)
    0.6	·	6	-9	-7	-8	-7	0.2	97	8
> CCOC(=O)c1nc2cc3n(c(CC(C)C)c-2c1C)CC(C)=C3C
    -0.2	4	-3	-5	1	-1	0	0.1	111	-1
> COc1ccc(CNC(=O)CSc2nnc(NC(=O)c3ccccc3F)s2)cc1
    1.1	4	-5	-5	-13	-5	-2	-0.1	99	11
> C[C@@H](CN=[N+]=[N-])CN1CC[C@H](C(C)(C)C)CCC1=O
    -1.8	-8	11	-3	-4	3	0	-0.3	96	-3
> COc1ccc(N=C2SC(CC(=O)Nc3ccccc3OC)C(=O)N2Cc2ccco2)cc1 (stereo not drawn)
    0.2	0	-12	-6	1	-3	2	0.5	96	23
> Fc1ccccc1C1c2[nH]c3ccccc3c2CCN1CCCn1cccn1 (stereo not drawn)
    -1.6	3	0	1	2	-3	-2	0.4	92	10
> COCc1cc(CN(C)C(=O)c2oc3c(F)cccc3c2C)[nH]n1
    -3.1	3	-3	-15	4	1	4	0.0	95	-11
> CC(C)(c1ccccc1)c1ccc(OCCN)cc1
    -1.2	18	2	4	-11	-6	-8	-0.3	96	-8
> CCN(CC)CC#CCC(O)(c1ccccc1)C1CCCCC1 (stereo not drawn)
    0.2	2	0	-19	-7	-3	-1	0.7	93	3
> C=CCNc1nc(N)c([N+](=O)[O-])c(NCCO)n1
    0.4	0	4	12	-2	2	-4	-0.1	93	11
> CCN1CCN(CCC(=O)Nc2ccc3c(c2)OCO3)CC1
    3.9	2	1	-4	-2	1	3	1.1	96	-4
> COC(=O)c1ccc(OCCOc2ccccc2C)cc1
    2.1	0	-8	-21	-3	4	0	0.2	98	-8
> CC(C)C(NC(=O)c1ccccc1NC(=O)C(C)(C)C)C(=O)N1CCOCC1 (stereo not drawn)
    0.3	69*	-4	-5	5	2	-3	0.0	102	12
> COc1ccc(/C=N/NC(N)=S)cc1OC(=O)c1cccc2ccccc12
    -1.1	-2	6	-8	0	0	-5	-0.3	99	-3
> COC(=O)[C@@H]1C[C@@H]2CC[C@@H](O)C[C@@H]2N1Cc1ccc(Cl)cc1
    -0.4	-2	0	-4	-4	0	-3	0.1	111	4
> CC(C)C[C@@]12C(=O)N(c3cccc(Br)c3)C(=O)N1[C@H](c1ccc(F)cc1)[C@@H]1C(=O)N(C3CCCCC3)C(=O)[C@@H]12
    2.4	-3	-1	-11	-5	-7	-1	0.6	101	9
> CC1(C(=O)NCc2cccnc2)CCN1C(=O)Cc1cccs1 (stereo not drawn)
    -0.8	3	7	-5	-4	1	5	-0.2	100	12
> COc1cc(/C=N/Nc2nc(=O)[nH]nc2C)ccc1O
    -1.2	1	2	-16	6	-1	-2	-0.2	98	-19
> COC(=O)c1cc(NC(=O)CN2CCN(C(C)=O)CC2)cc(C(=O)OC)c1
    -2.0	8	2	-8	-6	0	5	0.1	93	-3
